T cell HTS = T cell immune modulators affecting CD8 T cell-vesicle binding. calls only at 7 µM. 2C CD8+ T cell-vesicle binding, flow cytometry; stronger effect = lower value. 0.068% of 330,000 active;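 active = response, share of CD8 T cells binding vesicles, and their 90th percentile fluorescence all below set limits, cut at about 80% in these data, passing the limit was not always enough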
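Assay system – 2C mouse CD8+ T cells · Also added – QL9-loaded Drosophila micro-vesicles · Timing – Cell–vesicle co-incubation 1.5 h at 37 °C, staining 20 min on ice · Signal – flow cytometry of vesicle-bound cells · Measure – percent CD8+ FL2 mean versus row control · Controls – Peptide-free naked vesicles (low) and QL9 vesicles with 0.7% DMSO vehicle (high)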
MT stabilize HCS = stabilizes microtubules in HeLa cells; HeLa tubulin immunostaining HCS, 24 h; share of cells brighter than vehicle mean+2SD; % tubulin-high responders, % at 10 µM; 0.83% of 200,000 active; AID 2205;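 active = plate Z-score above 3 for both tubulin-high and condensed-nucleus cell shares, with cell loss under 80%, at 10 µM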;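 also: anti alpha tubulin signal scored within the nucleus-defined area of each cell; some results filed as inactive read as strong as hits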
Autophagy HCS = modulators of autophagy | MEF GFP-LC3 puncta imaging; test concentration mostly 10 µM | calls only at 10 µM (by protocol) | 0.98% of 190,000 active | AID 463193;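 active = percentage of spot-positive cells more than 3 SD above its plate mean, without a fluorescence outlier flag or 80% toxicity; inconclusive = no clear call, values can overlap the other calls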;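 also: spot-positive cell cutoff set from DMSO-treated cells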
WT yeast gro inh = growth inhibition of WT yeast, mitochondrial fusion screen; mitochondrial fusion phenotypic screen, WT strain; inhibition, % at 10 µM; 2.1% of 190,000 active; AID 1362; in the data active = inhibition above about 58%; tested in S. cerevisiae
bCat nuc transl = alters nuclear translocation of beta-catenin in HeLa cells | immunofluorescence imaging | nuclear translocation activity, % at 5 µM | 0.3% of 190,000 active;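 active = nuclear translocation activity above 50% at 5 µM, with a well cell count of 50 or more; inconclusive = wells under 50 cells across six images, flagged as toxic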;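 also: per-cell ratio of nuclear to cytoplasmic median beta-catenin stain intensity; plate controls were DMSO negative control for no effect and GSK-3 inhibitor IX positive control for full effect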
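Signal – beta-catenin immunofluorescence imaging with DAPI · Test system – human HeLa cell line · Dosing – 5 µM primary single dose, 0.1% DMSO, 0.02–20 µM confirmation series · Measure – % activation, nuclear-to-cytoplasmic median beta-catenin signal ratio per cell · Incubation – 24 h compound exposure at 37°C, 5% CO2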
West Nile virus CPE = inhibition of WNV-induced cytopathic effect – cell-based, CPE readout (AID 1621). 0.02% of 290,000 active. CPE inhibition, % at 10 µM, or IC50 in µM where a hit was titrated. West Nile virus-infected cells, CPE inhibition; higher % means a stronger effect; in the data active = a potency from the dose series; inconclusive = CPE inhibition mostly from about 3.7% at the one dose, without a potency; inactive = the rest, 99 in 100 with CPE inhibition below about 2.2%; also: strong numbers were not always called active
Ins promoter up = MIN6 insulin promoter up-regulation; AID 1625; 0.3% of 190,000 active; MIN6 insulin promoter-GFP reporter, high-content imaging; stronger effect = higher value; z-score at 5 µM;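 active = z-score above 3 at 5 µM with at least 500 cells counted in the well; inconclusive = wells under 500 cells, flagged as cytotoxic or low count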
Hep lipid drop = modulators of hepatic lipid droplet formation | AML12 mouse hepatocytes, oleate lipid droplets, BODIPY imaging | inhibition, % at 6.5 µM | 0.4% of 240,000 active | AID 1656;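 active = lipid droplet intensity inhibited by at least 50%, with more than 500 cells counted; inconclusive = wells with under 300 cells, treated as cytotoxic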
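Assay system: AML12 mouse liver cells | Compound dosing: One dose, 6.5 µM compound | Read-out basis: Droplet intensity reduction, % inhibition | Measured by: Fluorescence imaging, 20x objective, two fields per well | Schedule: Overnight treatment with compound plus oleate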
Myeloid diff 2 = compounds promoting myeloid differentiation; ER-HoxA9 myeloid progenitors, lysozyme-GFP differentiation, flow cytometry; 1% of 360,000 active; calls only at 10 µM;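 active = normalized GFP-positive differentiation at or above the plate's own cutoff, the solvent-only control mean plus 3 SD; inconclusive = no clear call, values can overlap the other calls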;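 also: cells exposed to compound for four days before flow analysis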
WT yeast gro inh mutant strain = second read-out of WT yeast gro inh, no call of its own (marks repeat the call); inhibition, %; mitochondrial fusion phenotypic screen, mutant strain inhibition
Ins promoter up cell count = recorded beside Ins promoter up, whose call it bears; cell count; measured here: cytotoxicity, nuclei count;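 total cells summed across four imaged fields per well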
Hep lipid drop cells 6.5 µM = further read-out of Hep lipid drop, marked with its call; cell count; measured here: cell count, cytotoxicity flag;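 cells counted across two imaged fields per well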
bCat nuc transl cell count 5 µM = further read-out of bCat nuc transl, marked with its call; cell count; measured here: cell count, cytotoxicity flag
T cell HTS vesicle-bound % = recorded beside T cell HTS, whose call it bears; double positive events, %; measured here: CD8+ vesicle-bound cell fraction;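 binding gate set so that unloaded-vesicle control wells show 10% double positive cells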
MT stabilize HCS Hoechst-high % = second read-out of MT stabilize HCS, no call of its own (marks repeat the call); % Hoechst-high responders; measured here: nuclear condensation Hoechst responders;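 share of cells brighter than vehicle mean plus two SD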
MT stabilize HCS cytotoxicity % = also measured in MT stabilize HCS; calls as there; toxicity, %; measured here: cytotoxicity by cell density;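 0% = mean cell density of plate MIN control wells and 100% = no cells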
Autophagy HCS cell loss 18 h = second read-out of Autophagy HCS, no call of its own (marks repeat the call); toxicity, %; measured here: cell loss, nuclei count;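 cell loss after 18 h compound exposure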
Myeloid diff 2 GFP+ MAC1+ % = recorded beside Myeloid diff 2, whose call it bears; GFP+ MAC1+ double positive, %; measured here: differentiation confirmed by MAC1 staining
* = called active by the depositor; i = inactive; ? = inconclusive; · = not tested or not shown.

SMILES | T cell HTS | T cell HTS vesicle-bound % | MT stabilize HCS | MT stabilize HCS Hoechst-high % | MT stabilize HCS cytotoxicity % | Autophagy HCS | Autophagy HCS cell loss 18 h | WT yeast gro inh | WT yeast gro inh mutant strain | bCat nuc transl | bCat nuc transl cell count 5 µM | West Nile virus CPE | Ins promoter up | Ins promoter up cell count | Hep lipid drop | Hep lipid drop cells 6.5 µM | Myeloid diff 2 | Myeloid diff 2 GFP+ MAC1+ %
CCOc1cc(NC(=S)NCCOC)c(OCC)cc1NC(=O)c1cccs1 | i | 63 | 4.7 | 2.0 | 8.9 | i | -6 | -6 | 5 | 0.2 | 982 | 0.2% | -0.23 | 1459 | -4 | 705 | · | ·
Cn1c(SCCOc2ccccc2Cl)nnc1-c1cccs1 | i | 49 | 4.1 | 2.6 | 4.3 | i | -5 | -11 | 1 | 3.3 | 423 | -1.1% | · | · | -48 | 734 | i | 0.5
CCOc1ccc(NC(=O)CSC2=NCCN2)cc1 | i | 48 | 2.5 | 1.4 | 0.9 | i | 9 | 15 | 6 | -1.3 | 948 | 0.0% | -0.34 | 1298 | -1 | 636 | i | 0.4
COc1ccccc1-c1noc(CCC(=O)Nc2cc(C(F)(F)F)ccc2Cl)n1 | i | 52 | 5.5 | 2.7 | 6.9 | i | -4 | 7 | 4 | -5.5 | 1198 | 0.3% | -1.1 | 923 | -1 | 799 | i | 0.0
COc1ccccc1NC(=O)CCN1CCN(Cc2ccccc2)CC1 | i | 24 | 1.5 | 1.1 | 9.8 | i | -6 | 2 | -4 | 7.5 | 1066 | -0.2% | · | · | -2 | 750 | i | 3.0
Cc1cc(F)ccc1NC(=O)c1cc(S(=O)(=O)N2CCOCC2)cn1C | i | 24 | · | · | · | · | · | · | · | · | · | 0.2% | · | · | 5 | 773 | i | 2.2
COc1ccc(NC(=O)CSc2n[nH]c(C)c2[N+](=O)[O-])cc1 | i | 35 | 3.7 | 1.8 | 3.3 | i | 16 | -5 | -5 | -2.5 | 1077 | 0.5% | -0.2 | 1566 | 24 | 667 | i | 0.5
Cc1nn(C)cc1C1C(C#N)=C(N)N(c2cccnc2)C2=C1C(=O)CCC2 (stereo unspecified) | i | 23 | 2.1 | 2.2 | 2.4 | i | 2 | -1 | -19 | 2.2 | 601 | -0.2% | 0.5 | 1279 | 15 | 709 | i | 0.5
CC(C)(C)c1ccc(S(=O)(=O)NC(Cc2ccccc2)C(=O)O)cc1 (stereo unspecified) | i | 11 | 1.3 | 2.0 | 3.4 | i | 5 | -2 | 2 | · | · | 0.8% | 0.84 | 984 | 4 | 743 | i | 6.1
Oc1ccccc1N1CCN(CC(O)COC2CCCc3ccccc32)CC1 (stereo unspecified) | i | 5 | · | · | · | · | · | · | · | · | · | -1.4% | · | · | -14 | 865 | i | 0.9
COc1ccc(NS(=O)(=O)c2ccc3oc(=O)ccc3c2)cc1 | i | 66 | · | · | · | · | · | · | · | · | · | -0.5% | · | · | -1 | 784 | i | 0.2
NC(=O)CSc1nnc(-c2ccncc2)o1 | i | 58 | 1.8 | 1.4 | 4.9 | i | -18 | 5 | 3 | -0.4 | 1548 | -0.2% | -0.02 | 1367 | 17 | 684 | i | 0.5
COc1ccc(CNCC(O)COc2ccc(C(C)(C)c3ccccc3)cc2)cc1 (stereo unspecified) | i | 25 | · | · | · | · | · | · | · | · | · | -1.8% | · | · | -19 | 871 | i | 0.1
CC(=O)Nc1ccc(C(=O)OCC(=O)NC(=O)NC(C)(C)C)cc1 | i | 9 | 1.0 | 1.3 | 6.0 | i | -1 | 7 | 2 | -3.1 | 1222 | -0.2% | · | · | 0 | 796 | ? | ·
O=C(NCC1CCCO1)C1c2ccccc2Oc2ccccc21 (stereo unspecified) | i | 50 | 3.5 | 1.1 | 4.2 | i | 15 | -5 | -10 | 0.4 | 1566 | 0.1% | -0.11 | 1458 | 17 | 658 | i | 0.4
COc1ccc(N2CCN(C(=O)C3CCN(S(=O)(=O)c4ccccc4)CC3)CC2)cc1 | i | 49 | 2.0 | 1.1 | 7.8 | i | 14 | 2 | 8 | -1.3 | 992 | -0.6% | · | · | -22 | 712 | i | 0.5
O=C(c1ccc(-c2ccccc2)cc1)N1CCCC1 | i | 19 | 4.3 | 1.8 | 1.1 | i | -9 | -6 | -12 | -3.1 | 1036 | 0.1% | 0.76 | 1142 | · | · | i | 1.1
Cn1c(CCc2nc3ccccc3[nH]2)n[nH]c1=S | i | 51 | 2.2 | 3.1 | 5.8 | i | 0 | -29 | 5 | -0.5 | 1065 | 0.5% | 0.18 | 1208 | -2 | 742 | i | 0.4
O=C(CSCc1ccccc1Br)N/N=C/c1ccccc1C(=O)O | i | 46 | 2.7 | 1.4 | 8.9 | i | 19 | 17 | 5 | 0.6 | 1507 | 1.5% | -0.25 | 1363 | 1 | 688 | i | 0.0
NC(=O)NCc1ccc(C(=O)OCc2ccncc2)cc1 | i | 36 | 2.8 | 2.4 | 2.6 | i | -58 | 3 | -12 | · | · | 1.0% | 0.25 | 893 | -7 | 760 | i | 0.7
Nc1ccc(C(=O)NCCCCCCNC(=O)c2ccc(N)cc2)cc1 | i | 18 | · | · | · | · | · | · | · | · | · | -0.4% | · | · | -1 | 410 | i | 0.5
C=CCn1c(COc2cccc(C)c2)nnc1SCC(=O)NC(=O)NCc1ccco1 | i | 18 | 2.2 | 2.7 | 19 | i | -3 | -47 | 6 | -1.2 | 1048 | -0.2% | 0.28 | 1191 | -5 | 683 | i | 1.5
C=CCON/C(CCC)=C1\C(=O)C(C(=O)OC)C(C)(C)CC1=NC (stereo unspecified) | i | 58 | 5.3 | 1.6 | 0.9 | i | 5 | 0 | 7 | -1.7 | 1157 | -0.1% | 1.9 | 1206 | -22 | 709 | · | ·
CSc1nc(-c2ccccc2)c(-c2ccccc2)[nH]1 | i | 8 | 4.4 | 1.8 | 2.4 | i | 16 | 6 | -8 | 2.3 | 1339 | -0.9% | -0.2 | 1206 | · | · | i | 1.1
Cc1cc(Br)ccc1NC(=S)Nc1cccc([N+](=O)[O-])c1 | i | 54 | 3.0 | 0.7 | 3.6 | i | -1 | 9 | 10 | -0.5 | 1123 | -0.5% | -0.26 | 1553 | -3 | 651 | i | 1.4
O=C(O)c1cc(-c2ccc(N3CCOCC3)cc2)nn1-c1ccc(F)cc1F | i | 52 | 1.7 | 2.6 | 7.4 | i | 4 | -7 | 4 | -1.5 | 1145 | -0.3% | -1 | 1509 | 17 | 646 | i | 0.3
CCOc1cc(-c2nnn(CC(=O)N3CCCCC3)n2)ccc1OC | i | 60 | · | · | · | · | · | · | · | · | · | -0.2% | · | · | 6 | 778 | i | 0.2
O=C(NCC1CCCO1)c1ccccc1-c1nc(-c2ccc(F)cc2)no1 (stereo unspecified) | i | 48 | 5.0 | 3.7 | 11 | i | -12 | 7 | 25 | -1.9 | 992 | 0.1% | -0.7 | 1357 | · | · | i | 0.7
O=C(CCCN1C(=O)c2cccc3cccc(c23)C1=O)Nc1nccs1 | i | 59 | · | · | · | · | · | · | · | -1.5 | 1349 | 0.0% | -1.5 | 1119 | 0 | 657 | i | 0.8
CCN1CCN(S(=O)(=O)c2ccc(Cl)c(C(=O)N(CC)CC(=O)Nc3ccc(OC)cc3)c2)CC1 | i | 58 | · | · | · | · | · | · | · | · | · | -0.4% | · | · | -2 | 693 | i | 1.3

Some of the entries so far, with values under each structure.
Results follow in this order: T cell HTS, T cell HTS vesicle-bound %, MT stabilize HCS, MT stabilize HCS Hoechst-high %, MT stabilize HCS cytotoxicity %, Autophagy HCS, Autophagy HCS cell loss 18 h, WT yeast gro inh, WT yeast gro inh mutant strain, bCat nuc transl, bCat nuc transl cell count 5 µM, West Nile virus CPE, Ins promoter up, Ins promoter up cell count, Hep lipid drop, Hep lipid drop cells 6.5 µM, Myeloid diff 2, Myeloid diff 2 GFP+ MAC1+ %
O=C(CSCc1ccccc1Br)N/N=C/c1ccccc1C(=O)O
 : i, 46, 2.7, 1.4, 8.9, i, 19, 17, 5, 0.6, 1507, 1.5%, -0.25, 1363, 1, 688, i, 0.0
NC(=O)NCc1ccc(C(=O)OCc2ccncc2)cc1
 : i, 36, 2.8, 2.4, 2.6, i, -58, 3, -12, ·, ·, 1.0%, 0.25, 893, -7, 760, i, 0.7

Carrying on.
SMILES | T cell HTS | T cell HTS vesicle-bound % | MT stabilize HCS | MT stabilize HCS Hoechst-high % | MT stabilize HCS cytotoxicity % | Autophagy HCS | Autophagy HCS cell loss 18 h | WT yeast gro inh | WT yeast gro inh mutant strain | bCat nuc transl | bCat nuc transl cell count 5 µM | West Nile virus CPE | Ins promoter up | Ins promoter up cell count | Hep lipid drop | Hep lipid drop cells 6.5 µM | Myeloid diff 2 | Myeloid diff 2 GFP+ MAC1+ %
O=C(COC(=O)c1cc2c(s1)CCC2)Nc1ccc(F)cc1 | i | 51 | 4.2 | 1.5 | 2.0 | i | 22 | 25 | 2 | · | · | 0.1% | -0.39 | 1293 | 17 | 699 | i | 0.1
O=C(NC(=S)Nc1ccc2c(c1)OCCO2)c1ccco1 | i | 17 | · | · | · | · | · | · | · | 0.3 | 1272 | 0.0% | -0.8 | 1029 | -23 | 662 | i | 0.8
CCCCc1ccc(C2C(C#N)=C(N)SC(N)=C2C#N)s1 | i | 23 | 6.6 | 4.0 | 1.2 | i | -8 | 17 | 2 | 2.0 | 1104 | -0.7% | 0.29 | 1201 | 9 | 705 | · | ·
CSc1n[nH]c(-c2sccc2OCc2ccc(C)cc2)n1 | i | 32 | 1.7 | 1.8 | 6.8 | i | -33 | 7 | -1 | 2.0 | 1414 | -0.4% | 0.6 | 1480 | · | · | i | 1.2

Bioassay records: PubChem, several laboratories

Not a hit list; 3.9% or so of the library scored in one or more.
